# Bioassay records as filed in PubChem BioAssay.
# mec2-1: NCI yeast anticancer drug screen, S. cerevisiae mec2-1 strain | AID 157, 2004 | growth inhibition, % at 50 µM | 9% of 79,000 active;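 further: 0% = growth of vehicle-only cultures of the same strain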
#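 mec2-1 yeast strain, carrying an alteration in DNA damage repair or cell cycle control, was exposed to compounds; growth inhibition was measured relative to vehicle-treated controls.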
# cln2 rad14: NCI yeast anticancer drug screen, S. cerevisiae cln2 rad14 strain; 8.3% of 78,000 active; growth inhibition, % at 50 µM;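 further: 0% = growth of vehicle-only cultures of the same strain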
#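 Yeast carrying cln2 and rad14 alterations (cell cycle control and DNA damage repair) were exposed to compounds. Growth inhibition was measured against vehicle-treated controls.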
# yeast mlh1 rad18: NCI yeast anticancer drug screen, S. cerevisiae mlh1 rad18 strain. growth inhibition, % at 50 µM. 11% of 79,000 active;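 further: 0% = growth of vehicle-only cultures of the same strain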
#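 Read-out is yeast growth inhibition, calculated against vehicle-only controls. The compound was applied to a strain engineered with DNA damage repair alterations.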
# rad50: NCI yeast anticancer drug screen, S. cerevisiae rad50 strain. % growth inhibition at 50 µM. AID 155, 2004. 10% of 79,000 active;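 further: 0% = growth of vehicle-only cultures of the same strain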
#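 A DNA repair-deficient yeast mutant serves as the test organism; compound-induced growth inhibition is calculated against vehicle-treated cells.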
# sgs1 mgt1: NCI yeast anticancer drug screen, S. cerevisiae sgs1 mgt1 strain; AID 161, 2004; 10% of 78,000 active; % growth inhibition at 50 µM;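 further: 0% = growth of vehicle-only cultures of the same strain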
#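 Compounds are added to genetically altered yeast, and growth is compared with cultures given vehicle alone to give percent inhibition.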
# bub3: NCI yeast anticancer drug screen, S. cerevisiae bub3 mutant strain | % growth inhibition at 50 µM | 9.9% of 78,000 active;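 further: 0% = growth of vehicle-only cultures of the same strain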
#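 Compounds were applied to a genetically altered yeast strain carrying a cell-cycle control defect. Growth inhibition was scored against vehicle-treated controls.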
# * = called active by the depositor; nt = no result given; & = joins results of further samples. No stated cut-off is given here; in the data, active means growth inhibition above about 70%; inactive means the rest.
SMILES,mec2-1,cln2 rad14,yeast mlh1 rad18,rad50,sgs1 mgt1,bub3
O=C(NC(Cc1ccc(O)cc1)C(=O)O)C(=O)c1c[nH]c2ccc([N+](=O)[O-])cc12 (stereo not given),1,0,27,3,-23,3
CC(=O)NC(Cc1ccccc1)C(=O)Nc1ccc(S(N)(=O)=O)cc1 (stereo not given),-10,-7,-9,-26,-4,-12
N#CCC(=O)c1ccc(N)cc1,-20,14,13,16,2,-11
CCN=C(N)CSS(=O)(=O)O,-28,-5,-17,-2,-33,-22
NC(=S)N=Nc1c(O)[nH]c2c(Cl)cc(Cl)cc12,-14,7,-9,7,29,14
NC(N)=NCc1ccc2c(c1)OCO2,-3,10,-34,-28,-1,-11
CCO/C([O-])=C(\C=N\S(=O)(=O)c1ccc(C)cc1)[n+]1ccccc1,14,-20,3,9,5,-4
O=c1cc(NCc2cc([N+](=O)[O-])ccc2Cl)[nH]c(=O)[nH]1,17,-2,-17,4,-9,32
CC1(C(N)=O)CO1 (stereo not given),-3,7,-14,-14,-7,-1
O=[N+]([O-])c1ccc2c(c1)CCc1ccccc1-2,-3,9,69,53,77*,20
CCCNC(=O)c1cc2ccccc2cc1C(=O)OC,89*,81*,86*,86*,82*,88*
CCCCCCCCCCCC(=O)Nc1cc(Cl)c(OC)cc1OC,7,-33,48,-17,14,7
Cc1cc(C)n(C(C)(C(=O)Cc2ccccc2)n2nc(C)cc2C)n1,1,36,26,-13,-3,28
NC(=O)CN1CC(C2=C(O)CN(CC(N)=O)C2=O)=CC1=O,-9,-44,-9,-24,-10,-6
O=C(Nc1ccccc1C(F)(F)F)C(c1ccccc1)c1ccccc1,12,10,3,20,8,11
NC(CSCCNc1ccc([N+](=O)[O-])cc1[N+](=O)[O-])C(=O)O (stereo not given),-18,4,7,0,0,-7
CCN(CC)c1ccc2cc(-c3nc4ccccc4c(=O)[nH]3)c(=N)oc2c1,-12,8,-48,-12,5,-20
O=C1CCN=C(NC(=O)C(F)(F)F)N1CCc1c[nH]c2ccccc12,-27,18,14,-16,5,-21
CCCCCCC(O)CCOC(C)=O (stereo not given),-13,-15,-2,-19,-2,33
ClCc1ccc2ccc3ccc(CCl)nc3c2n1,43,28,62,47,70*,59
Cc1cc(C(O)(C(F)(F)F)C(F)(F)F)cc(C(O)(C(F)(F)F)C(F)(F)F)c1,98*,96*,98*,97*,53,96*
Nc1ccc(Cl)c2c1C(=O)c1ccccc1C2=O,57,47,89*,99*,89*,34
CCc1nc2c(c(=O)[nH]1)C(c1ccc(Cl)cc1)C(C)(C)O2 (stereo not given),-23,4,-7,-1,-17,1
O=C(N/N=C\c1ccc(Cl)cc1)C(O)C(O)C(O)C(O)CO (stereo not given),18,-1,3,2,2,8
CCC(c1ccc2cc(O)ccc2c1)C(C)(C)C(=O)O (stereo not given),-5,17,17,6,0,-12
O=C(OC1CCc2ccccc2C1)c1ccc(N=Nc2ccccc2)cc1 (stereo not given),6,-40,19,24,21,6
CCc1c(O)c2c(c(O)c1C(C)=O)C(=O)c1c(cc(O)c(C(=O)O)c1C(=O)O)C2=O,10,10,13,-3,24,20
O=C(O)C(=O)Cc1ccc(Br)cc1[N+](=O)[O-],-7,-3,12,5,2,1
CCOC(=O)c1c(N)sc2c1C(C(=O)OCC)CC2 (stereo not given),7,-1,20,-9,-8,15
O=C(O)CCC1(C(=O)O)CCC(=O)c2ccccc21 (stereo not given),-1,-9,7,-1,-19,-33
COc1cccc2cc(C(C)=O)c(=O)oc12,-5,3,3,9,2,9
CN1C(=S)c2ccccc2S1(=O)=O,-14,nt,24,-7,nt,nt
CC1OS(=O)OC1C (stereo not given),-24,-22,0,-21,-2,-8
CC/C=C/C(CC)(C(=O)OCC)C(=O)OCC,-16,-2,-20,5,-7,-16
Cc1ccc(S(=O)(=O)S/C(=N\c2ccccn2)Nc2ccccn2)cc1,40,3,52,39,59,14
CC1=CC2OC3CC4OC(=O)/C=C/C=C/C(C(C)O)OCC(=O)C(C)CC(=O)OCC2(CC1)C4(C)C31CO1 (stereo not given),94*,91*,91*,91*,92*,92*
N#C/C(=C\c1ccco1)C1CCCCC1,49,-7,34,64,66,67
COc1cc(CC2Cc3cccc(=O)c(O)c3C(=O)O2)cc(OC)c1OC (stereo not given),19,-8,38,13,46,-3
CCOC(=O)C1CCC2c3[nH]c4ccccc4c3CCN2C1=O (stereo not given),-40,2,-21,-25,-9,31
Cc1ccc2c(c1)C1(SC(C)C(=O)N1c1ccc(Cl)cc1)C(=O)N2 (stereo not given),98*,98*,99*,99*,99*,74*
CCOC(=O)CC1(c2ccccc2)OC(=O)c2ccccc21 (stereo not given),13,5,-11,9,9,17
CC(=O)N[C@H](CO)[C@H](O)c1ccc([N+](=O)[O-])cc1,10,-48,20,-12,9,16
CN(C)Cc1cc(N=Nc2ccc(Cl)c(Cl)c2)ccc1O,64,72*,85*,87*,83*,88*
CSc1cc2c(cc1NC(C)=O)Cc1ccccc1-2,-4,10,-13,13,1,9
O=C1/C(=C/c2ccccc2)CN(C(=O)CCN2CCOCC2)C/C1=C\c1ccccc1,7,32,87*,34,73*,67
Cn1c(=O)c2nc(SCC(=O)O)n(C)c2n(C)c1=O,6,-10,3,4,7,5
O=[N+]([O-])c1ccc(NCc2ccccc2)c([N+](=O)[O-])c1,31,-166,68,15,61,73*
CC(=O)NC(Cc1ccccc1)C(C)=O (stereo not given),-1,4,4,0,-11,7
O=C(O)c1cccc(S(=O)(=O)O)c1,-8&-40,13&-14,2&0,-9&-23,-9&-1,0&-2
OC1CCCCC1[n+]1ccccc1 (stereo not given),-1,-24,-1,-8,-7,-7
Cc1nc(-c2cccnc2)sc1C(=O)/C=C/c1cccc([N+](=O)[O-])c1,11,32,39,27,24,6
CC(=O)NC1=NC(=O)C(CCCOc2ccc(NC(C)=O)cc2)C(c2ccccc2)=N1 (stereo not given),-3,-27,2,12,-9,-2
CN(c1ccccc1)N(C)c1ccccc1,-3,-33,4,41,-17,-8
CCCC(=O)c1cc(O)c(O)cc1O,-14,-8,-13,-37,-57,-26
COc1ccc2ccccc2c1/C=N/N1CCCCC1,20,nt,1,32,nt,nt
N#CSCC1COc2ccccc2O1 (stereo not given),91*,85*,88*,88*,91*,91*
[Cl][Ge]([Cl])([c]1ccccc1)[c]1ccccc1,21,13,29,29,29,43
CCCCNC(C(=O)c1ccc(Cl)cc1)c1ccc(Cl)cc1 (stereo not given),2,-57,13,2,7,12
C=C(C)COC(=O)COc1ccc(Cl)cc1,-33,0,5,1,-4,4
COc1ccc(C(=O)N/N=C/c2cccc(OC)c2OC)cc1,-5,-26,-42,-6,-20,13
# The list goes on.
SMILES,mec2-1,cln2 rad14,yeast mlh1 rad18,rad50,sgs1 mgt1,bub3
O=C(O)CN(CC(=O)O)Cc1ccccc1,9,-71,4,-22,7,8
O=C(O)/C(=C\c1cc2c(cc1[N+](=O)[O-])OCO2)c1ccccc1,-5,-41,18,4,7,-23
CCCCCSC1CCCC1,-10,-2,29,35,8,10
CN(Cc1ccc(Cl)cc1)C(=S)Nc1ccccc1,11,-17,23,2,31,17
C=CCc1cc([N+](=O)[O-])ccc1O,92*,89*,91*,76*,95*,92*
NC(=O)NNc1ccccc1,6,-16,-29,4,-2,-7
Cn1cnc2c(=O)[nH]cnc21,-13,-5,-8,13,-2,15
CSc1ncnc2c1ncn2CCC#N,17,12,-10,-19,-40,-15
CCOC1C=CCCC1 (stereo not given),24,9,-14,-2,-6,15
O=c1c(N=Nc2nc3ccc([N+](=O)[O-])cc3s2)c(O)n(-c2ccccc2)c(=S)n1-c1ccccc1,-12,-37,18,-14,2,11
N#CC1C2CCC(C2)C1CCCN (stereo not given),-9,-82,-14,18,7,-8
Cc1cc(N=Nc2ccccc2C)c(N)cc1N,99*,98*,99*,99*,100*,99*

# No new results follow: an excerpt of the list.
SMILES,mec2-1,cln2 rad14,yeast mlh1 rad18,rad50,sgs1 mgt1,bub3
[Cl][Ge]([Cl])([c]1ccccc1)[c]1ccccc1,21,13,29,29,29,43
CCCCNC(C(=O)c1ccc(Cl)cc1)c1ccc(Cl)cc1 (stereo not given),2,-57,13,2,7,12
C=C(C)COC(=O)COc1ccc(Cl)cc1,-33,0,5,1,-4,4
COc1ccc(C(=O)N/N=C/c2cccc(OC)c2OC)cc1,-5,-26,-42,-6,-20,13
O=C(O)CN(CC(=O)O)Cc1ccccc1,9,-71,4,-22,7,8
O=C(O)/C(=C\c1cc2c(cc1[N+](=O)[O-])OCO2)c1ccccc1,-5,-41,18,4,7,-23
CCCCCSC1CCCC1,-10,-2,29,35,8,10
CN(Cc1ccc(Cl)cc1)C(=S)Nc1ccccc1,11,-17,23,2,31,17
C=CCc1cc([N+](=O)[O-])ccc1O,92*,89*,91*,76*,95*,92*
NC(=O)NNc1ccccc1,6,-16,-29,4,-2,-7
Cn1cnc2c(=O)[nH]cnc21,-13,-5,-8,13,-2,15
CSc1ncnc2c1ncn2CCC#N,17,12,-10,-19,-40,-15
CCOC1C=CCCC1 (stereo not given),24,9,-14,-2,-6,15
O=c1c(N=Nc2nc3ccc([N+](=O)[O-])cc3s2)c(O)n(-c2ccccc2)c(=S)n1-c1ccccc1,-12,-37,18,-14,2,11

# (further entries)
SMILES,mec2-1,cln2 rad14,yeast mlh1 rad18,rad50,sgs1 mgt1,bub3
Cn1nc2ccc([N+](=O)[O-])cc2[n+]1[O-],-2,-19,-17,28,-3,0
[Cl][Pd][Cl].[NH-]CC1(C[NH-])CCCCC1,-1,-64,6,4,4,8
Cc1ccc(NC(=S)N2CCCCC2C)cc1C (stereo not given),12,3,-6,18,13,17
S=c1nc[nH]c2nc(Cl)[nH]c12,-19,0,4,-5,-22,-27
COc1ccc2ccccc2c1/C=C/C(=O)c1ccccc1,19,56,46,55,42,46
CC1(C)OC1(C(=O)C=[N+]=[N-])c1ccccc1 (stereo not given),-18,-16,-29,-15,-24,-14
CC1=CC(=O)c2c(O)c3c(c(O)c2C1=O)C1C(O)C(C3=O)C23C(=O)c4c(O)c(C)cc(O)c4C(O)=C2C(=O)CC(O)C13 (stereo not given),93*,91*,92*,92*,93*,91*
O=C1C2=C(C(=O)c3cnccc31)C1C=CC2CC1 (stereo not given),31,16,91*,49,10,60
CCN(CC)CCNCc1ccccc1,-1,39,2,-7,11,5
CCN(CC)CCCNc1[nH]ncc2c(C)c3nc4ccccc4c3cc12,-10,10,-4,14,15,9
CN(N=O)C(=O)NCCc1ccccc1,-12,-37,16,14,12,-5
COc1cc(Br)c(C=O)cc1OC,23,-16,6,10,14,3
Nc1ccn(C2OC(CO)C(O)C2O)c(=O)c1 (stereo not given),9,-26,-2,-5,-5,3
CC(O)CC(C)(C)O (stereo not given),13,10,4,28,9,15
O=C1CSC(c2ccccc2Cl)N1N1C(=O)CSC1c1ccccc1Cl (stereo not given),19,28,28,32,28,24
COC(=O)c1ccc(OCc2ccc3oc(=O)c(-c4ccccc4)nc3c2)cc1,-32,16,-11,2,-21,-14
C/C(=N/O)C1CC(CCC2([N+](=O)[O-])CCC(C)(O)C(/C(C)=N/O)C2)([N+](=O)[O-])CCC1(C)O (stereo not given),11,15,20,13,-7,90*
CN(C)/N=C/c1ccccc1O,4,-7,3,1,-17,-22
CCCCCCN(CCCCCC)C(=S)N/N=C(\C)c1ccccn1,86*,72*,82*,85*,84*,88*
CCCC1(C)COC(C)(CCC)OC1 (stereo not given),-8,-34,0,-32,-18,-17
OC(C(c1ccccc1)N1CCCCC1)C(O)(c1ccccc1)c1ccccc1 (stereo not given),-3,25,0,12,23,6
C=C1CC(Cn2cc(Br)c(=O)[nH]c2=O)(c2ccc(-c3ccccc3)cc2)OC1=O (stereo not given),98*,98*,97*,98*,97*,98*
Nc1nc2c(s1)-c1cccc3cccc-2c13,17,20,13,34,17,5
COCCCC/C(=N\OCCN)c1ccc(C(F)(F)F)cc1,5,-4,25,26,13,0
COc1ccc(C2SC(N)=Nc3c2c(C)nn3C(=O)c2ccncc2)cc1OC (stereo not given),6,-26,1,20,21,4
CC(Cc1ccc2c(c1)OCO2)N(C)C(=O)C1=CCN(C)CC1 (stereo not given),-14,11,-86,6,-4,7
C[N+](C)(C)C12CCC(CC1)C1([N+](C)(C)C)CCC2CC1,21,-10,22,4,17,4

# Copied from the list.
# CCCC1(C)COC(C)(CCC)OC1 (stereo not given) | mec2-1: -8
# C/C(=N/O)C1CC(CCC2([N+](=O)[O-])CCC(C)(O)C(/C(C)=N/O)C2)([N+](=O)[O-])CCC1(C)O (stereo not given) | bub3: 90*

# Rows are unselected. Share with any hit: about 15%.
